Compound activity from PubChem.
Tb PFK block – qHTS Assay to Find Inhibitors of T. brucei phosphofructokinase. ATP-dependent 6-phosphofructokinase (Trypanosoma brucei brucei), O15648. T. brucei PFK, ADP-Glo luminescence. Potency, µM (doses to about 57.5 µM), for the others: at the top dose activity, negative = inhibition, actives largely listed as inhibitors. 330,000 tested, 0.17% active. AID 485367, 2010;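 note: potency is the fitted concentration of half-maximal effect; 0% = uninhibited 1x PFK enzyme wells and -100% = no-enzyme wells; nearly all actives have a fitted effect of over 60% in size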
Target sequence (O15648 whole entry, looked up): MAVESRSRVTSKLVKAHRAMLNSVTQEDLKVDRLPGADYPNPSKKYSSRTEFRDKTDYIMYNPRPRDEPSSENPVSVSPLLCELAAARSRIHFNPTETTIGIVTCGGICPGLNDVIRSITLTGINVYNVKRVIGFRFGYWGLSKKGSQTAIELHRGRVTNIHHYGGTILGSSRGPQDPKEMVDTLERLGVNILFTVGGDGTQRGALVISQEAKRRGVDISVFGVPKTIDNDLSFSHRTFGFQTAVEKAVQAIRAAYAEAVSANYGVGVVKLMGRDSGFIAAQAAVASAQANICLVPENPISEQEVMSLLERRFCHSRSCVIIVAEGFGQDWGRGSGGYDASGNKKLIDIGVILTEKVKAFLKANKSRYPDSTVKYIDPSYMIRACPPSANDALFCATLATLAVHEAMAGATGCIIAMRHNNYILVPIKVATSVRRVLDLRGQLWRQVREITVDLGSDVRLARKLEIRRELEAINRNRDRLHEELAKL
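PFK 1.25 nM, F6P 0.5 mM, ATP 0.1 mM, 0.1 M TEA pH 8.0, 5 mM MgCl2, 0.01% Tween20, 0.1% BSA; 45 min RT. ADP-Glo readout. qHTS titration up to 57 uM; curves fitted, compounds curve-classed.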
Gal4-VP16 FLuc – VP16 counterscreen qHTS for inhibitors of ROR gamma transcriptional activity; Drosophila S2 Gal4-VP16 UAS-luciferase, luminescence, 20 h; Potency, µM (doses to about 53.6 µM), inactives show top-dose activity, negative = inhibition, hits mostly inhibitors; 310,000 tested, 3.5% active;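 note: Gal4-VP16 expression switched on by copper sulfate through the metallothionein promoter; potency is the fitted concentration of half-maximal effect; % is set by controls: 0 for no effect and ±100 for the full control effect; nearly all actives have a fitted effect of over 50% in size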
NPC1 prom act – qHTS Assay for NPC1 Promoter Activators; Huh7 NPC1 promoter luciferase reporter, 24 h; 320,000 tested, 2.4% active; Potency, µM (highest dose often 9.22 µM), for the others: at the top dose activation, actives largely listed as activators;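 note: potency is the fitted concentration of half-maximal effect; % of control where 0% means no effect; nearly all actives have a fitted effect of over 60% in size; reporter is driven by a mutant NPC1 promoter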
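Compounds in DMSO were transferred onto Huh7 NPC1-luciferase reporter cells pre-incubated 2 h; after 24 h at 37 °C, Amplite reagent was dispensed and luminescence recorded 10 min later.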
FLuc counter – qHTS profiling assay for firefly luciferase inhibitor/activator using purifed enzyme and Km concentrations of substrates (counterscreen for miR-21 project); purified FLuc, Km substrates, luminescence inhibition; Potency, µM (series often up to 57.5 µM), inactives show at the highest dose activity change, negative = inhibition, most hits filed as inhibitors; 360,000 tested, 6.9% active; AID 588342, 2011;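 note: potency is the fitted concentration of half-maximal effect; plate controls were vehicle for no effect and reference inhibitor for full effect; nearly all actives have a fitted effect of over 55% in size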
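Purified P. pyralis luciferase (10nM final) with 10uM D-luciferin and 10uM ATP (Km levels) in 50mM Tris acetate pH 7.5, 10mM Mg acetate, 0.01% Tween-20, 0.05% BSA; qHTS 6-point titration, ~60 µM downward; luminescence read.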
ELG1 genotox – qHTS screen for small molecules that induce genotoxicity in human embryonic kidney (HEK293T) cells expressing luciferase-tagged ELG1. Potency, µM (series often up to 46 µM), for inactives: top-dose activity change, positive = activation, hits mostly activators. HEK293T ELG1-luciferase reporter, luminescence, 16 h. AID 504466, 2011. 330,000 tested, 1.3% active; note: potency is the fitted concentration of half-maximal effect; % of control where 0% means no effect; nearly all actives have a fitted effect of over 60% in size
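Quantitative HTS format in 1536-well plates. HEK293T ELG1-luciferase reporter cells receive test compound and are incubated 16 hr at 37 °C, 5% CO2; ONE-Glo added, 30 min room temperature, then luminescence read.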
FBPA coupling cs – qHTS Assay for Inhibitors of Fructose-1,6-bisphosphate Aldolase from Giardia Lamblia: Coupling assay counterscreen. AID 2472, 2010. coupling enzyme system counterscreen, AmpLite Red fluorescence. activity change, negative = inhibition, % at 58.2 µM, hits read low. 290,000 tested, 0.67% active; in the data active = activity change below about -30%; note: % is set by controls: 0 for no effect and ±100 for the full control effect
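Coupling enzymes only (glyceraldehyde-3-phosphate) + compound, at 57.5 uM final, 10 min RT; add substrate/coupling/AmpLite Red mix, 20 min RT; fluorescence ex 525/em 598 nm. Actives flag coupling-system interference.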
RORg inh – qHTS for inhibitors of ROR gamma transcriptional activity. Potency, µM (series often up to 53.6 µM), without a hit: at the highest dose activity change, negative = inhibition, most hits filed as inhibitors. Drosophila S2 Gal4-RORgamma UAS-luciferase reporter, 20 h. 310,000 tested, 5.4% active; note: potency is the fitted concentration of half-maximal effect; % is set by controls: 0 for no effect and ±100 for the full control effect; nearly all actives have a fitted effect of over 60% in size
Target sequence (P51450 whole entry, looked up, the tested form may be a part): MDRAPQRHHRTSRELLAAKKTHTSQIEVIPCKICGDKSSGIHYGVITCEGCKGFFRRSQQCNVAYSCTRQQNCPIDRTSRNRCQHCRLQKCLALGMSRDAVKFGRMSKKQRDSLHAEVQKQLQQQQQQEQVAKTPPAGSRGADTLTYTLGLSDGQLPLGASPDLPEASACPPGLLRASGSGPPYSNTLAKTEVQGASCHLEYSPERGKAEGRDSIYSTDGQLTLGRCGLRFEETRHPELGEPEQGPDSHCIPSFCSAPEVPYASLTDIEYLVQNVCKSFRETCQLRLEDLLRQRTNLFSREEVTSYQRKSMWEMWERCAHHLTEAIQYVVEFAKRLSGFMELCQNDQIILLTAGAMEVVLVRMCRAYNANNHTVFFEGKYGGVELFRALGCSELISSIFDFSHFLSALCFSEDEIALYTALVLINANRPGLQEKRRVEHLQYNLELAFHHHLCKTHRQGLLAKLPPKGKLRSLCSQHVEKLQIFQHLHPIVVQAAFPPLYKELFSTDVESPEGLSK
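Read-out: Photinus luciferase luminescence; inhibitors lower reporter signal. Insect Schneider cells with Gal4-ROR gamma fusion under metallothionein promoter, UAS reporter; 700 uM final copper sulfate induction, 20 hr, ambient temperature.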
Giardia killer – Small Molecules that selectively kill Giardia lamblia: qHTS; Giardia lamblia trophozoite viability; activity change, % at 7.66 µM, hits read low; 340,000 tested, 0.15% active; in the data active = activity change below about -80%; inconclusive = between about -30% and that limit;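 note: parasites exposed to compound for two days anaerobically before the ATP read; % is set by controls: 0 for no effect and ±100 for the full control effect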
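Each well holds 100 Giardia trophozoites and compound. After two days (48 hrs) at 37 deg C in anaerobic conditions, ATP is quantified by luminescence.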
Rab9 prom act – qHTS Assay for Rab9 Promoter Activators; Huh7 Rab9 promoter-luciferase reporter, luminescence, 24 h; Potency, µM (highest dose often 9.22 µM), for the others: at the top dose activation, negative = inhibition, most hits filed as activators; 320,000 tested, 2.8% active; AID 485297, 2010; note: potency is the fitted concentration of half-maximal effect; % of control where 0% means no effect; nearly all actives have a fitted effect of over 60% in size
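Huh7 cells stably carrying a Rab9 promoter-luciferase reporter, 1500 cells per well in OP-MEM I with 10% FBS, treated with compound 24 hours at 37C. Luciferase activity read by luminescence after 10 minutes with Amplite reagent.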
uPA surface inh – qHTS for Inhibitors of Cell Surface uPA Generation; Potency, µM (doses to about 38.3 µM), inactives show top-dose activity change, negative = inhibition, actives largely listed as inhibitors; AID 540303, 2011; cell surface uPA generation assay, qHTS; 330,000 tested, 0.31% active; active = well fitted inhibition curve with a large enough effect; inconclusive = small, poorly fitted or top-dose-only effect; inactive = no such curve, though single readings can be large or run the other way; tested in mouse RAW 264.7 cells; note: potency is the fitted concentration of half-maximal effect; % is set by controls: 0 for no effect and ±100 for the full control effect; nearly all actives have a fitted effect of over 55% in size
KCNH2 3.1 block – qHTS for Inhibitors of KCHN2 3.1: Mutant qHTS; Potassium voltage-gated channel subfamily H member 2, brain isoform KCNH2 3.1 (human); U2OS KCNH2 3.1, thallium flux FluxOr; hits give low values; activity change, % (tested at about 1.8 µM); 340,000 tested, 0.95% active;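 active = maximum activity change below -70%; inconclusive = maximum activity change from -70% to -50%; inactive = maximum activity change above -50%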;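 note: thallium influx rate constant from kinetic fluorescence after stimulation buffer; % is set by controls: 0 for no effect and ±100 for the full control effect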
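Virally transduced U2OS (3.1 isoform, 4 h infection in dark at RT) → overnight 37 C → FluxOr + Red40 in HBSS/HEPES, 45 min → stimulation buffer, 2 min kinetic read → rate constant vs DMSO controls.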
The depositor's hits bear a star; ? = inconclusive; · = not tested or not shown; [ ] = another dose, or the depositor's remark. Unless noted, calls come from the whole dose curve; as a rule, active = well fitted curve in the direction sought with a large enough effect; inconclusive = small, poorly fitted or top-dose-only effect, or another doubt; inactive = no such curve, though single readings can be large; an effect the other way counts as inactive or inconclusive.

SMILES	Tb PFK block	Gal4-VP16 FLuc	NPC1 prom act	FLuc counter	ELG1 genotox	FBPA coupling cs	RORg inh	Giardia killer	Rab9 prom act	uPA surface inh	KCNH2 3.1 block
O=C(COc1ccccc1Cl)NCCCNC(=O)c1ccccn1	2%	1%	-1%	1%	2%	1	-19%	-9	-2%	3%	23
O=C(N1CCOCC1)N1CCN(C(=O)N(c2ccccc2)c2ccccc2)CC1	-2%	1%	1%	8%	2%	2	-15%	-13	-1%	0%	-1
Cc1nn(-c2ccccc2)c(Cl)c1C(=O)NCC1CCCO1 (centres undefined)	10%	·	-2%	1%	1%	·	·	-20	-4%	9%	3
CN(C)c1oc(-c2ccc(OCc3ccc(Cl)cc3)cc2)nc1C#N	1%	2%	-1%	1%	15%	1	13%	-4	10%	-7%	10
O=C(COC(=O)C1(c2ccc(Cl)cc2)CCCC1)Nc1ncc(C(F)(F)F)cc1Cl	1%	?	-1%	1%	-1%	6	-10%	6	0%	-10%	-34
COc1ccc(Br)cc1C(=O)Nc1ccc(C(=O)NCC(C)C)cc1	0%	-12%	-2%	-1%	0%	0	-22%	-10	-14%	-1%	-2
CCc1nnc(NC(=O)CSc2nnc(-c3ccco3)n2CC)s1	-10%	3%	2%	2%	13%	0	43%	4	8%	·	0
CCN(CC)C(=O)Cn1cc(S(=O)(=O)CC(=O)NC2CCCCC2)c2ccccc21	-3%	10%	-1%	1%	0%	0	12%	2	-14%	0%	3
CCOC(=O)c1c(SC)nc(SC)c2c1CCC2	-2%	-1%	-4%	5%	-4%	3	19%	-15	-3%	10%	11
Cc1ccc(C(=O)NC2CCCCCCC2)cc1S(=O)(=O)N1CCOCC1	9%	·	?	?	5%	·	·	9	?	-11%	-7
CCc1ccc(CNC(=O)C2CC(=O)N(C3CCCC3)C2)cc1 (centres undefined)	2%	-7%	-4%	-2%	-1%	4	5%	0	3%	7%	21
Cc1cn(-c2cc(C(=O)Nc3ccc(C)c(NC(=O)C(=O)c4c[nH]c5ccccc45)c3)cc(C(F)(F)F)c2)cn1	-6%	-11%	-5%	0%	-7%	-1	29%	-6	-11%	-3%	12
Cc1ccc(NC(=O)C2CCCN(S(=O)(=O)c3cnc[nH]3)C2)cc1F (centres undefined)	-5%	9%	-1%	1%	-15%	-1	41%	-19	-5%	1%	5
COC(=O)C(C#N)c1nc2ccccc2nc1N1CCCC1 (centres undefined)	0%	-2%	-5%	7%	5%	3	-15%	9	2%	-10%	-8
Cc1ccc(-c2cnc(NC(=O)CCC(=O)N3CCCCC3)n2C)cc1	1%	7.9µM*	-3%	?	0%	0	3.5µM*	-3	-5%	·	5
COc1cnc(-c2ccccn2)nc1Oc1cccc(C(F)(F)F)c1	0%	11µM*	-4%	4%	-4%	0	6.3µM*	·	-12%	·	·
O=C(NNC(=O)C1CC1)c1cc(Br)c(Br)s1	2%	·	·	·	-1%	·	·	-7	·	8%	18
CCOc1ccc(-c2cc(C(=O)N3CCN(C)CC3)c3ccccc3n2)cc1	-12%	?	2.8µM*	0.6µM*	?	0	30%	?	2.5µM*	·	2
CCc1ccc(NC(=O)COc2ccc(/C=C(/C#N)c3nc4ccccc4[nH]3)cc2OC)cc1	0%	3.2µM*	-28%	-8%	?	7	2.8µM*	10	-49%[inhibitor]	2%	10
COc1cc(CN2CCCC(N3CCc4ccccc4C3)C2)c(Cl)cc1O (centres undefined)	-4%	2%	0%	0%	0%	1	-2%	11	6%	-4%	-14
O=C(CSc1ccccn1)N1CCCC(Nc2ccccc2)C1 (centres undefined)	-6%	-3%	-3%	1%	-1%	0	-6%	19	-6%	4%	3
COCCCNC(=S)NNC(=O)c1ccoc1C	6%	?	-5%	1%	2%	1	?	-3	2%	2%	2
CCOC(=O)C(=Cc1ccc(Br)cc1)C(=O)OCC	-1%	?	-9%	-11%	-22%	-6	14µM*	5	-17%	-12%	11
C1=Nc2ccccc2CN1c1ccccc1	-20%	-10%	?	15µM*	?	2	5%	-7	?	-3%	9
O=C(COc1ccc(Cl)cc1Cl)N1CCNC1=O	0%	·	3%	-12%	5%	·	·	10	-7%	8%	14
CC1CCN(C(=O)NC(=O)c2ccc(Cl)cc2)CC1	1%	13%	-4%	1%	7%	1	-11%	-2	23%	-2%	6
O=C(CSc1nnc(CCCO)n1-c1ccccc1)Nc1nccs1	-2%	0%	2%	1%	-2%	0	-5%	3	-2%	·	-1
COc1ccc(C(C)=NNC(=O)c2cccc(S(=O)(=O)N3CCCC3)c2)cc1	-4%	·	·	·	-1%	·	·	2	·	2%	-17
Fc1ccccc1/C=N/Nc1ccc(Cl)nn1	-1%	6%	?	11µM*	?	2	18%	?	?	7%	1
Cc1sc2ncnc(N3CCC(C(=O)NNC(=O)COc4cccc(C(F)(F)F)c4)CC3)c2c1C	-18%	·	-13%	2%	-5%	·	·	-14	-6%	5%	1
O=C(O)CN1C(=O)/C(=C\c2ccccc2OCc2ccc(Cl)cc2)SC1=S	-12%	-4%	-2%	2%	-3%	15	6%	15	-4%[1.84 µM]	-7%	4
Nc1ccccc1NC(=O)c1ccccc1	-4%	0%	21%	0%	?	0	?	7	0%	-13%	0
Cn1c(-c2sccc2OCc2ccccc2)n[nH]c1=S	-12%[0.46 µM]	-8%	1%	1%	-5%	2	29%	9	7%	-6%	3
CCOC(=O)c1nc(NCCc2ccccc2)sc1C	-4%	7%	24%	?	?	1	?	12	?	1%	0
CCc1ccc(NC(=O)C(=O)NCC2CCCN2S(=O)(=O)c2cccs2)cc1 (centres undefined)	12%	·	-7%	0%	-5%	·	·	5	-4%	-2%	-2
COc1ncnc2c1oc1nc(C)c3c(c12)CC(C)(C)OC3	1%	0%	-2%	0%	-1%	-4	0%	-22	-5%	-4%	-6
CCc1ccccc1N(C(C)=O)c1nc(CN=C=S)cs1	0%	-3%	-11%	-2%	-3%	-3	-26%	-18	-3%	?	5
CCCCC[n+]1ccn(C2=C([O-])c3ccccc3C(=O)/C2=N\S(=O)(=O)c2ccccc2)c1	-4%	?	5%	-7%	4%	·	?	-3	11%	-16%	-33
CCN1C(=O)C(c2ccc(O)cc2)(c2ccc(O)cc2)c2ccccc21	2%	7%	-3%	1%	-7%	0	-15%	-4	-4%	4%	8
CCOc1ccccc1-n1c(N)c(C(N)=O)sc1=S	-4%	-11%	1%	-2%	1%	-2	7%	?	6%	·	5
COc1ccc(/C=C(\C#N)C(=O)OCC(=O)NCc2ccc(Cl)cc2)cc1	-11%	3%	1%	5%	-1%	-2	-5%	·	-1%	·	·
COc1ccc2oc(C(=O)N3CCc4ccccc43)c(C)c2c1	-1%	-12%	-4%	1%	-5%	·	-15%	-23	-2%	-15%	21
COc1cc(CNCc2ccc(C)cc2)cc(OC)c1OC	0%	-8%	-1%	8%	-7%	0	9%	-13	-3%	-20%	-3
CCc1ccc2nc(NC(=O)c3ccc(N4C(=O)CCC4=O)cc3)sc2c1	-8%	-9%	23%	8.5µM*	8%	1	15%	-11	24%	2%	3
CCOc1cc(NS(=O)(=O)c2ccc(NC(C)=O)cc2)c(OCC)cc1NC(=O)C(C)C	5%	4%	-3%	1%	0%	-9	0%	1	-10%	·	16
CC(C)OCc1ccc(C(=O)N2CCN(S(=O)(=O)c3ccc(Br)s3)CC2)cc1	-4%	·	-3%	-1%	-6%	·	·	13	1%	4%	4
O=c1c(Cc2ccccc2)c(O)ccn1Cc1ccc2c(c1)OCO2	-1%	7%	-1%	-1%	0%	2	27%	15	2%	13%	3
Nc1ccc(-c2ncc(-c3ccccc3)o2)cc1	1%	-17%	-17%	1.5µM*	?	0	-25%	-30	-33%[inhibitor]	-3%	-14
Cc1[nH]c2ccccc2c1C(=O)CN1CC(C)CC(C)C1 (centres undefined)	-8%	1%	0%	-1%	-4%	0	-3%	-3	-3%	0%	4
